CR mimetic SO = yeast age-related superoxide inhibition as caloric restriction mimetic; S. cerevisiae aged cells, superoxide DHE fluorescence; active compounds read low; superoxide response (% of plate mean), % at 10 µM; 330,000 tested, 0.18% active; AID 2690;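 active = superoxide response under a set limit, about three screen SD below normal, cut at about 65% in these data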;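 also: yeast aged for seven days with compound at 30 °C before DHE staining; 100% = average MFI of all compound-treated wells on the plate with controls excluded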
proCasp3 act = activators of human procaspase-3; recombinant procaspase-3 D3A, Ac-DEVD-pNA absorbance 405 nm; activation, % at 8.5 µM; 330,000 tested, 0.11% active; AID 463141;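 active = activation above the mean of all tested compounds plus 3 SD, cut at about 21% in these data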;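 also: 0% = DMSO alone and 100% = DMSO wells spiked with extra 5 µM PC-3 D3A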
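Evaluation: percent activation relative to control range; Material: Procaspase-3 D3A mutant, all three cleavage aspartates alanine; Compound: single dose, 8.5 µM nominal compound, 0.8% DMSO; Replication: one well per compound; Signal: absorbance at 405 nm, 0 and 120 min; Schedule: 1 h preincubation plus 2 h reaction at 25 °C.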
JMJD2C inh = blocks human GASC-1 demethylase activity; 330,000 tested, 0.069% active; Q9H3R0; inhibition, % at 2.35 µM; GST-JMJD2C(1-420) H3K9me3 demethylation, DELFIA europium;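 active = more than half of a compound's replicate wells show inhibition beyond 50%, single wells judged on their own value; inconclusive = some, but no more than half, of replicates pass 50% inhibition; inactive = no replicate passes 50% inhibition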;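 also: signal counts dimethyl H3K9 product captured on neutravidin plate; 0% = median of DMSO wells and 100% = 0.3 times that DMSO median; strong numbers were not always called active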
AHR act = activates the human aryl hydrocarbon receptor; AHR-responsive luciferase reporter cells, luminescence; activation, % at 5 µM; 320,000 tested, 2.5% active; AID 2796; in the data active = activation above about 47%;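 also: 0% = vehicle wells and 100% = reference agonist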
Target sequence (P35869 whole entry, looked up): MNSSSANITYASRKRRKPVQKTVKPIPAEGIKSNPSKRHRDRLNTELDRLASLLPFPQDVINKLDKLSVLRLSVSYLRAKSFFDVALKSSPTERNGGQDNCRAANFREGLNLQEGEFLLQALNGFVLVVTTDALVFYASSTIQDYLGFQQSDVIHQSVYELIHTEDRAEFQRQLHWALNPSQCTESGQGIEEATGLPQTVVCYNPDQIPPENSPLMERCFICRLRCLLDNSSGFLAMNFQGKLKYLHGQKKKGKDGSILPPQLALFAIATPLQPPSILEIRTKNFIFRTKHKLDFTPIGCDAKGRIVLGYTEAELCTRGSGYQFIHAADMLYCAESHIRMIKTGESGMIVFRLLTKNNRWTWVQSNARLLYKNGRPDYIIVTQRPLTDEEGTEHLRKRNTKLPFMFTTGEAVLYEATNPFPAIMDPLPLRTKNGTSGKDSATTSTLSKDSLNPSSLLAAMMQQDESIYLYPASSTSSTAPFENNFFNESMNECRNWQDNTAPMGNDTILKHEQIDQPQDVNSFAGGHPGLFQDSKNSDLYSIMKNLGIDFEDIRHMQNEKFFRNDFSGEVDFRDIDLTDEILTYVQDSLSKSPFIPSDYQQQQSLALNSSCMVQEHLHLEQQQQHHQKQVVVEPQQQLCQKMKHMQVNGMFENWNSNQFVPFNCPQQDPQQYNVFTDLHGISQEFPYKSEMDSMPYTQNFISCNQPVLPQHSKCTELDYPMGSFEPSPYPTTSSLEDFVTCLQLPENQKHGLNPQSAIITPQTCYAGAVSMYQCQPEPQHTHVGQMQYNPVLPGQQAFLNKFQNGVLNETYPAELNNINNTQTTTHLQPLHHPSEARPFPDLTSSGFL
LAP4 TOR yeast = yeast TOR pathway LAP4-GFP modulation. S. cerevisiae LAP4-GFP multiplex, flow cytometry GFP, 3 h; median GFP as percent of DMSO wells. GFP response vs DMSO, % at 10 µM. 320,000 tested, 0.34% active;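 active = GFP response vs DMSO above a set limit, about the screen mean plus 3 SD, cut at about 150% in these data; inconclusive = under 70 cell events counted for the yeast strain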
MEP2-GFP yeast = modulators of TOR pathway MEP2-GFP in S. cerevisiae | S. cerevisiae MEP2-GFP strain, flow cytometry GFP, 3 h; 100% = DMSO control level | GFP response vs DMSO, % at 10 µM | 330,000 tested, 0.51% active;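 active = GFP response versus DMSO above a set limit, roughly screen mean plus 3 SD, cut at about 180% in these data; inconclusive = fewer than 70 cells counted for a yeast strain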;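 also: median GFP fluorescence of the barcode-gated MEP2-GFP cells per well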
procasp7 counter = counter-screen: procaspase-7 (human) activation | recombinant procaspase-7, Ac-DEVD-pNA absorbance 405 nm; D23A/D198A/D206A triple mutant, cannot self-cleave; scale: DMSO 0, 5 µM enzyme 100 | activation, % at 8.5 µM | 330,000 tested, 0.093% active;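 active = percent activation above the screen-wide mean plus 3 SD, cut at about 25% in these data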
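signal = Epi-absorbance of released pNA at 405 nm, two timepoints | assay system = Uncleavable procaspase-7 mutant enzyme | reagent = Ac-DEVD-pNA substrate, 400 µM as added | times = 1 h enzyme–compound preincubation and 2 h substrate reaction, both 25 °C | benchmarks = low DMSO alone, high DMSO plus 5 µM PC-7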
RPL19A TOR yeast = alters RPL19A-GFP fluorescence in TOR pathway yeast screen; S. cerevisiae RPL19A-GFP strain, flow cytometry, 3 h; active compounds read low; percent response vs DMSO, % at 10 µM; 330,000 tested, 0.3% active; AID 2025;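 active = percent response vs DMSO below 50%; inconclusive = fewer than 70 events counted for the yeast strain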;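 also: median channel GFP fluorescence of the barcoded RPL19A-GFP strain; ratio of sample median GFP to plate DMSO average so 100% = DMSO; lower means less RPL19A-GFP as with rapamycin TOR inhibition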
* = called active by the depositor; u = inconclusive; x = no result given; [ ] = dose if it differs, or a comment.

Order of values – proCasp3 act, procasp7 counter, LAP4 TOR yeast, JMJD2C inh, CR mimetic SO, MEP2-GFP yeast, RPL19A TOR yeast, AHR act
1. O=C(Oc1cccc(/C=N/Nc2nc(Nc3ccccc3)nc(N3CCOCC3)n2)c1)c1ccco1
→ 0, 8, 122, 13, 91, 95, 91, 1
2. COc1ccccc1CCNC(=O)CC1C(=O)NCCN1CCCc1ccccc1 (stereo not drawn)
→ -2, -9, 72, -3, 96, 88, 101, 11
3. CCCCOC(=O)CCN1C(=O)/C(=C2\SC(=S)N(CCC(=O)OCCCC)C2=O)SC1=S
→ -2, 6, 93, 1, 100, 94, 105, -1
4. CCCCN(C)C(=O)C1CCN(Cc2cccc(OCc3ccccc3)c2)CC1
→ -1, -3, 88, -21, 98, 104, 101, 1
5. O=C(NNC(=S)Nc1ccc(F)cc1F)c1ccco1
→ 2, -1, 83, 6, 86, 95, 96, 14
6. Cc1ccc(N2C(=O)CC(Sc3nccc(C)n3)C2=O)cc1 (stereo not drawn)
→ -21, -17, 100, -4, 98, 110, 105, 0
7. CCOc1ccccc1N1C(=O)CC(Sc2nccc(C)n2)C1=O (stereo not drawn)
→ x, x, 97, -3, 91, 103, 101, x
8. OC(Cn1nnc2ccccc21)Cn1c(C(F)(F)F)nc2ccccc21 (stereo not drawn)
→ 4, 5, 110, -4, 103, 109, 96, 6
9. O=c1c2ccccc2oc2nc3n(c(=O)c12)CCCS3
→ 5, -3, 98, 3, 97, 106, 101, 2
10. Cc1cc(OCc2cc(C(=O)NCc3cc(C(C)C)no3)no2)cc(C)c1Cl
→ 0, -6, 109, -6, 111, 109, 102, 13
11. CC(C)NCC(O)COC1C2CC3CC(C2)CC1C3 (stereo not drawn)
→ -1, -4, 109, 19, 109, 106, 103, 0
12. Cc1ccc(C)c(CN2C(=O)COc3ccc(C(=O)c4ccccc4C(=O)O)cc32)c1
→ 2, -7, 107, 8, 111, 96, 97, 1
13. CCOP(=O)(OCC)C(NC(=O)c1cc([N+](=O)[O-])cc([N+](=O)[O-])c1)C(F)(F)F (stereo not drawn)
→ 5, -14, 104, 30, 102, 108, 100, -2
14. CCC(NC(=O)c1cccc(Cn2cc([N+](=O)[O-])cn2)c1)c1ccc(C(C)C)cc1 (stereo not drawn)
→ -6, -4, 103, 2, 99, 100, 108, 4
15. O=C(CSc1nc2ncc(Cl)cc2[nH]1)NC1CCS(=O)(=O)C1 (stereo not drawn)
→ 8, -5, 139, 4, 101, 114, 94, 8

One compound at a time, as listed above. Order of screens: proCasp3 act | procasp7 counter | LAP4 TOR yeast | JMJD2C inh | CR mimetic SO | MEP2-GFP yeast | RPL19A TOR yeast | AHR act
Cc1ccc(N2C(=O)CC(Sc3nccc(C)n3)C2=O)cc1 (stereo not drawn) across the screens: -21 | -17 | 100 | -4 | 98 | 110 | 105 | 0
Cc1cc(OCc2cc(C(=O)NCc3cc(C(C)C)no3)no2)cc(C)c1Cl across the screens: 0 | -6 | 109 | -6 | 111 | 109 | 102 | 13

Structures shown so far that have a furan ring, fused or not, in the order listed:
Order of values – proCasp3 act, procasp7 counter, LAP4 TOR yeast, JMJD2C inh, CR mimetic SO, MEP2-GFP yeast, RPL19A TOR yeast, AHR act
1. O=C(Oc1cccc(/C=N/Nc2nc(Nc3ccccc3)nc(N3CCOCC3)n2)c1)c1ccco1
→ 0, 8, 122, 13, 91, 95, 91, 1
5. O=C(NNC(=S)Nc1ccc(F)cc1F)c1ccco1
→ 2, -1, 83, 6, 86, 95, 96, 14

Continued:
Order of values – proCasp3 act, procasp7 counter, LAP4 TOR yeast, JMJD2C inh, CR mimetic SO, MEP2-GFP yeast, RPL19A TOR yeast, AHR act
16. C=CCn1c(=S)sc2c(=O)[nH]cnc21
→ -3, 11, 104, -3, 102, 92, 95, -1
17. CS(=O)(=O)N1CCN(c2ccc(NC(=O)c3ccc(Br)o3)cc2)CC1
→ -5, -1, u, -4, 112, u, 96, 10
18. Cc1nc2cc(NC(=O)N3CC4(C)CC3CC(C)(C)C4)ccc2n1C (stereo not drawn)
→ 0, 1, 97, -7, 102, 91, 94, 1
19. CCCCN(C(=O)Cn1nnc2ccccc21)C(C(=O)NCCOC)c1ccc(OC)cc1OC (stereo not drawn)
→ 5, -17, 99, 38, 86, 98, 99, 1
20. CC(C)Oc1ccc(C(=O)N/N=C/c2ccc(-c3ccc(S(=O)(=O)Nc4ncccn4)cc3)o2)cc1
→ -2, -1, 97, -3, 101, 98, 96, 0
21. COc1cccc(CN2C(=O)CN(C3CCCCC3)C(=O)C2c2ccc(F)cc2)c1 (stereo not drawn)
→ 6, -6, 88, 8, 112, 93, 91, 6
22. COc1ccccc1NC(=S)NC(=O)/C=C/c1cccs1
→ -6, -14, 123, 7, 103, 106, 97, 41
23. O=C(/C=C/c1ccccc1)N(Cc1cccc(Cl)c1)C1CCS(=O)(=O)C1 (stereo not drawn)
→ -3, -1, 106, -37, 104, 109, 103, -2
24. CCC1CCCCN1C(=O)Cn1c(=O)n(CCC(=O)NCc2ccco2)c(=O)c2sccc21 (stereo not drawn)
→ 1, 2, 98, 5, 122, 100, 97, 2
25. O=C(C1CC1)N1N=C(c2ccc(Cl)cc2)CC1(O)C(F)(F)F (stereo not drawn)
→ 5, -4, 90, -24, 108, 113, 116, 4
26. O=C(CSc1nncc(=O)[nH]1)Nc1cccc([N+](=O)[O-])c1
→ 7, -11, 99, -6, 101, 97, 111, 5
27. COC(=O)c1[nH]c2ccc(Br)cc2c1NC(=O)CN1CCN(C2CCCCC2)CC1
→ 3, 4, 97[may fluoresce violet], 18, 86, 281*[may fluoresce violet], 17*[may fluoresce violet], 5
28. Cc1ccc(C(=O)NC2CCCc3ccccc32)o1 (stereo not drawn)
→ 3, -3, 98, -1, 91, 93, 99, 3
29. CC(=O)c1ccccc1-c1csc2ncnc(Sc3nnnn3C)c12
→ 4, 0, 99, 5, 103, 96, 93, 5
30. CCN(CC)C(=O)N1c2ccccc2CC(N(CC)CC)c2ccccc21 (stereo not drawn)
→ 3, -1, 105, 2, 108, 105, 102, 1
31. [O-]c1n[n+](-c2ccc(Cl)cc2Cl)cc2ccccc12
→ 2, -14, 99, -11, 102, 97, 97, 18
32. Cc1ccc(C)c(NC(=O)CCN2C(=O)[C@@H]3Cc4ccccc4CN3C2=O)c1
→ 13, 5, 90, 1, 95, 105, 98, -4
33. COc1ccc(C2C(C(C)=O)=C(O)C(=O)N2CCO)c(OC)c1 (stereo not drawn)
→ -8, -6, 105, -3, 94, 103, 106, 1
34. Cc1cc2cc(CN(Cc3ccco3)S(=O)(=O)c3c(C)ccc4nsnc34)c(=O)[nH]c2cc1C
→ -3, -9, 105, 10, 68, 101, 105, 13
35. CC(Oc1ccc(Cl)cc1Cl)C(=O)Nc1ccc(O)cc1 (stereo not drawn)
→ 5, -5, 100, -12, 105, 98, 101, -1
36. Cc1sc2ncn(CC(=O)NCC(=O)N(C)C3CCCCC3)c(=O)c2c1C
→ -2, 5, 101, -7, 93, 106, 100, 0
37. CCOc1ccc(C2C3=C(CC(C)(C)CC3=O)N(CC(=O)O)C3=C2C(=O)CC(C)(C)C3)cc1OCC
→ 6, 7, 100, -42, 103, 112, 102, 1
38. COc1ccc(NC(=O)CSc2nnnn2-c2ccccc2F)cc1
→ -3, -4, 91, -6, 95, 96, 104, 5
39. CCOC(=O)CSc1c(-c2ccccc2)c2cc(Cl)ccc2[nH]c1=O
→ 4, -4, 100, -13, 95, 105, 106, -1
40. COc1ccc(-c2cc(CCCC(=O)NCCc3ccccc3)no2)cc1
→ -6, 6, 116, 1, 96, 104, 106, -2
41. O=C(O)Cc1sc(-c2ccccc2Cl)nc1-c1ccccc1
→ -8, -3, 98, 9, 126, 93, 105, -3
42. COc1ccccc1-c1n[nH]c(=S)n1-c1ccccc1
→ -8, -6, 105, 4, 114, 111, 102, 18
43. COc1cc(NC(=O)c2cc3c(=O)n(C)c4ccccc4c3n2C)cc(OC)c1OC
→ -6, -3, 103, 1, 111, 107, 103, 5
44. CCc1cc2c(=O)n3c(nc2s1)-c1[nH]c2ccc(OC)cc2c1CC3
→ 0, 2, 96, 0, 98, 102, 100, -5
45. CCN(CC)S(=O)(=O)c1ccc(OCC(=O)NC2CCS(=O)(=O)C2)c([N+](=O)[O-])c1 (stereo not drawn)
→ 0, -3, 86, -2, 104, 101, 99, 2
46. c1cc2c(cc1OCCNC1CCCC1)CCC2
→ -6, 7, 96, -37, 98, 100, 96, 6
47. CC(=O)c1c(N2CCOCC2)nc(=S)n(Cc2ccccc2)c1C
→ -5, -5, 98, 0, 99, 98, 99, 1
48. O=C(CCNc1n[nH]c(=O)[nH]c1=O)N/N=C/c1ccc(C(F)(F)F)cc1
→ 3, -13, 100, -4, 91, 94, 96, 46
49. O=c1sc2ccccc2n1COc1ccc(Cl)cc1
→ -2, 5, 83, -1, 101, 93, 95, 14
50. O=C1CC2(CCN(C(=O)c3ccc(F)c(F)c3)CC2)Oc2ccccc21
→ -3, 5, 99, -9, 101, 98, 99, 8
51. CC(C)(C)C(=O)Nc1ccccc1C(=O)Nc1cccnc1
→ -2, -3, 89, -7, 93, 94, 89, 10
52. CCOC(=O)c1c(NC(=O)c2ccc(N3C(=O)C4C5C=CC(C5)C4C3=O)cc2)sc2c1CCCC2 (stereo not drawn)
→ -9, 1, 98, -10, 114, 102, 99, 0
53. Cc1occc1-c1nnc(SCC(=O)Nc2nccs2)n1Cc1ccco1
→ 2, 9, 96, 6, 94, 105, 105, 4
54. O=C(NC1CCCCC1)c1ccccc1C(F)(F)F
→ 11, 0, 98, -23, 99, 92, 90, 1

Not a retest: four of the compounds above.
Order of values – proCasp3 act, procasp7 counter, LAP4 TOR yeast, JMJD2C inh, CR mimetic SO, MEP2-GFP yeast, RPL19A TOR yeast, AHR act
51. CC(C)(C)C(=O)Nc1ccccc1C(=O)Nc1cccnc1
→ -2, -3, 89, -7, 93, 94, 89, 10
52. CCOC(=O)c1c(NC(=O)c2ccc(N3C(=O)C4C5C=CC(C5)C4C3=O)cc2)sc2c1CCCC2 (stereo not drawn)
→ -9, 1, 98, -10, 114, 102, 99, 0
53. Cc1occc1-c1nnc(SCC(=O)Nc2nccs2)n1Cc1ccco1
→ 2, 9, 96, 6, 94, 105, 105, 4
54. O=C(NC1CCCCC1)c1ccccc1C(F)(F)F
→ 11, 0, 98, -23, 99, 92, 90, 1

Screens from PubChem BioAssay.
